KDM5B inh – Primary screen for KDM5B Histone Demethylases FDH-coupled qHTS; Lysine-specific demethylase 5B (Homo sapiens), Q9UGL1; KDM5B demethylase, FDH-coupled NADH fluorescence (FDH is formaldehyde dehydrogenase); Potency, µM (doses to about 57.7 µM), inactives show top-dose activity change, negative = inhibition, actives largely listed as inhibitors; 220,000 tested, 2.6% active; active = well fitted inhibition curve with a large enough effect; inconclusive = small, poorly fitted or top-dose-only effect; inactive = no such curve, though single readings can be large or run the other way; note: 0% is about no effect; nearly all actives have a fitted effect of over 70% in size
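Compound dilutions met 200 nM (final) KDM5BΔAP for 10 min at room temperature before substrate addition. The substrate mix held 12.5 µM H3K4me3 with cofactors 25 µM α-ketoglutarate and 50 µM Fe²⁺. NADH signal gain over 30 min defined activity.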
* hit, by the source's call; ? = inconclusive; & = joins results of further samples; [ ] = remark or other dose. Potency is the fitted concentration of half-maximal effect.

no.	molecule	KDM5B inh
1	Cc1ccc(NC(=O)CCOc2cc(C)ccc2C)c(Br)c1	-1%
2	COC(=O)c1ccccc1NC(=O)CN(c1ccccc1OC)S(C)(=O)=O	-20%
3	COc1ccc2c(C)c(CC(=O)NC3CC(C)(C)NC(C)(C)C3)c(=O)oc2c1OC	49%[activator]
4	COc1ccc(C(=O)N2CCCC(n3cc(-c4nc(-c5ccccc5)no4)nn3)C2)cc1OC (centres undefined)	-17%
5	CC(=O)N1CCc2cc(NC(=O)CNc3ccccc3OC(F)F)ccc21	-7%
6	CC(C)(C)c1ccc(-c2cc(C[C@H]3CNCC[C@H]3CC(=O)N3CCN(c4ccccn4)CC3)no2)cc1	-14%
7	COCCN1CC2(CCCN(C(=O)c3n[nH]c4ccc(C)cc34)C2)CCC1=O (centres undefined)	15%
8	Cc1ccc(CN(C)C(=O)Cn2c(Cl)nc3c2c(=O)n(C)c(=O)n3C)cc1	13%
9	CCOc1ccc(-n2nc3ccc(NC(=O)c4cccc(F)c4)cc3n2)cc1	-14%
10	COc1ccc(CN2CCC[C@H]2c2nc(-c3ccnc(N4CCOCC4)c3)no2)cc1	32µM*
11	NC(=O)[C@@H](Cc1c[nH]c2ccccc12)NC(=O)[C@@H]1C[C@@H](NS(=O)(=O)c2cccs2)CCN1C(=O)CSCC(=O)O	29%
12	O=C(Cc1cc(Cl)c2c(c1)OCCO2)NC1CCN(CC(F)F)CC1	16%
13	CNC(=O)c1cccc(-c2cnc3[nH]cc(CC(=O)NCCOC)c3c2)c1	-4%[86.2 µM]
14	Cc1nc(Nc2ccc(Cl)cc2)cc(-c2ccccc2)n1	?
15	COC(=O)c1ccc(COc2ccccc2)o1	18%
16	O=C1/C(=C/c2ccc(Br)cc2)C(c2ccccc2)Oc2ccccc21 (centres undefined)	13%
17	Cc1oc(-c2ccccc2)nc1C(=O)OCC(=O)N1CCC(C)CC1	19%
18	O=C(O)c1ccc2c(c1)C(=O)N(c1cc([N+](=O)[O-])ccn1)C2=O	14%
19	O=c1[nH]ccn1C1CCN(Cc2cncs2)CC1	-21%[86.2 µM]
20	CCn1c(SCC#N)nc2ccccc2c1=O	13%
21	COc1cc(NC(=O)c2cc3nc(-c4ccc(C)cc4)cc(C(F)(F)F)n3n2)cc(OC)c1OC	?
22	COCCN1CC2(CCCN(Cc3cc(C(C)(C)C)n[nH]3)C2)CCC1=O (centres undefined)	-1%
23	Cc1ccc(C(=O)N2C[C@@H](F)C[C@H]2C(=O)N2CCOCC2)cc1	-9%
24	Cc1c(F)cc(C(N)=O)cc1NS(=O)(=O)c1cccc(Cl)c1C	?
25	CC(C)CCNC(=S)NN	-1%
26	COc1ccc(S(=O)(=O)Nc2ccc(C)n(CC(=O)Nc3ccccc3)c2=O)cc1	-8%
27	Cc1nc2cc(NC(=O)COc3ccc(C(C)C)c(C)c3)ccc2o1	13%
28	COc1ccc(NC(=O)c2ccc3c(c2)C2(CCCN(C)C2)CN3C)cc1 (centres undefined)	2%[86.2 µM]
29	O=C(CSc1nc2c(c(=O)[nH]1)CCC2)Nc1ccccc1C(F)(F)F	-13%
30	O=C(Nc1ccc(-c2cnc(C3CC3)o2)cc1)c1ccc(F)cc1	-11%
31	O=C(c1cc(Cl)ccc1F)N1CCC[C@H]1c1nc(-c2ccc(F)cc2)no1	-4%
32	CCCNC(=O)NC[C@H]1O[C@@H]2C[C@@H](CC(=O)N3CCOCC3)O[C@@H]2[C@@H]1O	-14%[86.2 µM]
33	CCC(C)N1Cc2cc(NC(=O)c3ccc([N+](=O)[O-])cc3)ccc2OCC1=O (centres undefined)	12%
34	COc1ccc(-c2noc(CCC(=O)Nc3ccn(C)n3)n2)cc1	-2%
35	Cc1cc(NC(=O)C2CCCN(S(=O)(=O)c3ccc(Br)s3)C2)ccc1Br (centres undefined)	-12%
36	CCC1CCc2c(sc(N)c2C#N)C1 (centres undefined)	-10%
37	CCN(CC)C(=O)C1CCN(C(=O)Cn2ccc3ccc(Cl)cc32)CC1	9%
38	Cc1ccccc1OCC(=O)Nc1ccc(-c2nc3ccccc3o2)cc1	-60%
39	CC(=O)Nc1nonc1-c1nnc(SCC(=O)Nc2ccc(F)cc2F)n1-c1ccccc1	-7%
40	CCOc1ccc(-n2nnnc2CNS(=O)(=O)CC)cc1	7%
41	S=C(NCc1ccccc1)NC1CCCC1	19%
42	O=C(NCCC(=O)N1CCCC(C(F)(F)F)C1)c1ccc(Br)cc1 (centres undefined)	36%&0%
43	COCCNC(=O)C1CC(c2ccccc2)CN(C(=O)c2ccccc2)C1 (centres undefined)	-8%
44	CC(=O)N1Cc2ccccc2OC2(CCN([S+](C)(=O)[O-])CC2)C1	10%[149 µM]
45	CC(C)c1nnc(NC(=O)c2nn(-c3cccc(Cl)c3)ccc2=O)s1	19%
46	c1cn2c(NC3CCCCC3)c(-c3ccc(N4CCOCC4)cc3)nc2cn1	-22%
47	O=Cc1cccc(N2CCN(C(=O)c3ccc4c(c3)OCO4)CC2=O)c1	2%[149 µM]
48	COCC(=O)N1CCN2C(=O)N(C(C)C)C(=O)[C@H]2C1	18%[115 µM]
49	COc1ccc(-c2cc(CC3(NCC(C)(C)C)COC3)no2)cc1	10%[86.2 µM]
50	CCOc1ccc(CNC(=O)CCCn2nc(C)c3c(C)n(-c4ccc(C)cc4)nc3c2=O)cc1	4%
51	O=C(CCCSc1nc2ccccc2s1)Nc1ccc(F)c(F)c1F	24%
52	CN1[C@@H](CCC(=O)NCc2cccnc2)CNC(=O)[C@@H]2[C@H]1CCN2Cc1nc2ccccc2n1C	-17%
53	Cc1nc2sc(C#N)c(N)c2c(C)c1CC(=O)c1ccccc1	5%
54	CC1(COc2ccccc2)COc2ccc(C(=O)NCc3ccc4c(c3)OCO4)cc2N1 (centres undefined)	?
55	COc1ccc(CN2CCN3C(=O)N(C4CCOCC4)C[C@H]3C2)cc1	3%[86.2 µM]
56	O=C(NCCc1ccc(F)cc1)C1CCCC1	15%
57	COc1ccc(Br)cc1/C=C/C(=O)Oc1ccc(C2CCCCC2)cc1	20%
58	CC(C)(C)c1coc([C@@H]2COCCN2Cc2ccc(F)cc2)n1	37%[86.2 µM]
59	O=C(N(Cc1cccs1)c1cccc(C(F)(F)F)c1)C12CC3CC(CC(C3)C1)C2	-17%
60	COc1ccc(NC(=O)c2cccc(Cl)c2)c[n+]1[O-]	20%

Random excerpt: five entries already listed
no.	molecule	KDM5B inh
47	O=Cc1cccc(N2CCN(C(=O)c3ccc4c(c3)OCO4)CC2=O)c1	2%[149 µM]
49	COc1ccc(-c2cc(CC3(NCC(C)(C)C)COC3)no2)cc1	10%[86.2 µM]
58	CC(C)(C)c1coc([C@@H]2COCCN2Cc2ccc(F)cc2)n1	37%[86.2 µM]
46	c1cn2c(NC3CCCCC3)c(-c3ccc(N4CCOCC4)cc3)nc2cn1	-22%
54	CC1(COc2ccccc2)COc2ccc(C(=O)NCc3ccc4c(c3)OCO4)cc2N1 (centres undefined)	?

Records listed so far that bear a hit mark in KDM5B inh.
no.	molecule	KDM5B inh
10	COc1ccc(CN2CCC[C@H]2c2nc(-c3ccnc(N4CCOCC4)c3)no2)cc1	32µM*

Next section.
no.	molecule	KDM5B inh
61	O=C(Nc1ccc2c(c1)N(C1CCCC1)C(=O)c1ccccc1S2)c1ccc(F)cc1	?
62	Cc1cc(C)c(S(=O)(=O)NCCO)c(C)c1	18%
63	COc1ccc(CCNC(=O)CCCn2c(=O)c3cccn3c3ccc(F)cc32)cc1OC	-19%
64	CCOC(=O)C1CCCN(C(=O)Cn2ncc3c(C)n(Cc4ccccc4Cl)c(C)c3c2=O)C1 (centres undefined)	-9%
65	CCOc1ccc(NC(=O)C2CCN(S(=O)(=O)c3cc(-c4noc(C)n4)ccc3C)CC2)cc1	-8%
66	CCN1C(=O)COC[C@@H]1[C@H](O)c1ccc(NC(=O)c2cccc(F)c2)cc1	-5%[86.2 µM]
67	COCCn1c(CCC(=O)Nc2cc(C)cc(C)c2)nc2c1c(=O)[nH]c(=O)n2CC(C)C	-6%
68	CO/N=C(\C(=O)O)c1cn2ccsc2n1	15%
69	CCn1cc(C(=O)NCCc2ccc(OC)c(OC)c2)c(=O)c2cc(S(=O)(=O)N(C)C3CCCCC3)ccc21	?
70	COc1ccc(C(=O)N2CCC(N3CCOCC3=O)CC2)cc1	-2%[149 µM]
71	O=c1n(Cc2ccc(F)cc2Cl)c2ccccc2c2nc(-c3ccccc3)nn12	-12%
72	Cc1nccn1CCNC(=O)c1ccc(CC2CCN(S(C)(=O)=O)CC2)cc1	20%
73	Cc1noc(C(C)N(C)C(=O)c2cc(COc3ccccc3F)[nH]n2)n1 (centres undefined)	-15%
74	CCc1ccc(C(=O)COC(=O)C(Cc2c[nH]c3ccccc23)NC(=O)c2ccc(Br)cc2)cc1 (centres undefined)	-17%
75	O=C(CCC1CCCO1)NCC1CC1 (centres undefined)	21%
76	CC(C)NC(=O)NC[C@H]1COCc2nc3cc(C(F)(F)F)ccc3n21	27%[86.2 µM]
77	Cc1cc(C)c2c(n1)nn1c(C)c(CCC(=O)Nc3ccc(C)c(Cl)c3)c(C)nc21	?
78	C=C(C)CC(Nc1ccccc1C)c1ccco1 (centres undefined)	-21%
79	COc1ccc(C(=O)N2CCCC(n3cc(-c4nc(C(C)C)no4)nn3)C2)cn1 (centres undefined)	4%
80	CCC(CC)C(=O)N1CCC(N2C(=O)C3(CCCCC3)C2c2ccncc2)CC1 (centres undefined)	-29%
81	CCc1ccc(OCC(=O)NCc2nc(-c3cccc(C)c3)no2)c(Br)c1	-12%
82	Cc1ccc(NC(=O)c2cc3cc(Cl)ccc3oc2=O)cc1	-11%
83	O=C(NCCN1CCN(C(=O)c2ccc(Cl)cc2)CC1)c1ccc(Cl)cc1	-6%
84	Cc1cccc(NC(=O)C2(C#N)C(c3ccccc3)C2(C)C(=O)c2ccc(Cl)cc2)c1 (centres undefined)	-4%
85	CC(NC(=O)COc1ccc(Cl)c(Cl)c1)c1ccccc1 (centres undefined)	-6%
86	Cc1ccccc1N1C(=O)C(Cc2ccc(F)cc2)S/C1=C(\C#N)C(N)=O (centres undefined)	28%
87	Cc1noc(C)c1CN1CCN(C(=O)C2CCCN2)CC1 (centres undefined)	-7%
88	CCOC(=O)C1=C(O)c2ccccc2C(=O)/C1=C\c1ccc(CC)cc1	?
89	CCC(C)C(NC(=O)c1ccc(C(C)C)cc1)C(=O)O (centres undefined)	20%
90	COc1ccc(OC)c(/C=C/c2nc3ccccc3[nH]c2=O)c1	-34%
91	O=C(NCCc1ccc(Cl)cc1)c1nc(-c2cccc(C(F)(F)F)c2)c2cnccn12	32µM*
92	CCCCN1C(=O)NC(c2ccccc2OC(F)F)C(C(=O)OCC)=C1C (centres undefined)	14%
93	O=C(CCc1nc(-c2ccccc2F)no1)Nc1cccc(C(F)(F)F)c1	-15%
94	Cc1cccc(CN2CCC(CNc3ncnc4onc(-c5ccc(Cl)cc5)c34)CC2)c1	-7%
95	COc1ccccc1NC(=O)CSc1nc(-c2ccccc2F)nc2cc(=O)[nH]n12	-23%
96	CN(CC(=O)NC(=O)NCC(F)(F)F)CC(F)(F)F	15%
97	CO[C@H]1COCCN(C(=O)c2ccc(F)cc2)C1	-12%[115 µM]
98	CCC/C=N/NC(=O)CCCC(=O)N/N=C/CCC	?
99	O=S(=O)(c1cccnc1)N1CCCC2(C1)Nc1cccnc1NC2=NCc1ccccc1 (centres undefined)	28µM*
100	Cc1c(NS(=O)(=O)c2ccc(S(=O)(=O)c3ccccc3)s2)c(=O)n(-c2ccccc2)n1C	25%
101	CCc1ccccc1N(C)S(=O)(=O)c1ccc2[nH]cc(C(=O)NCCOC)c(=O)c2c1	?
102	CC(=O)c1ccc(C(=O)N2CCC3(CC2)OCCCC3O)s1 (centres undefined)	21%
103	Cc1ccc(S(=O)(=O)CC(=O)N2CCN(c3nc4c(F)cccc4s3)CC2)cc1	-8%
104	CCOC(=O)c1cc(OC(=O)c2cc(OC)c(OC)c(OC)c2)n(-c2ccccc2)n1	?
105	CC(C)c1nc2c(c(-c3ccc(O)cc3)n1)CN(Cc1ccccc1)CC2	10%
106	CCOC(=O)c1ccc(S(=O)(=O)N2CCC(C(=O)NCCc3ccccn3)CC2)cc1	4%
107	CC1=C(C(=O)Nc2cc(Cl)ccc2C)C(c2sccc2C)n2ncnc2N1 (centres undefined)	-19%
108	Cc1ncc2c(c1CNC(=O)c1sccc1S(N)(=O)=O)CCNC2	-2%
109	Cc1cc(N2CCC(C)CC2)n2nc(-c3ccccc3)nc2n1	10%
110	Cc1c(O)ccc2c(COC(=O)Cc3n[nH]c(=O)c4ccccc34)cc(=O)oc12	-19%
111	Cc1ncc(CN)c(N)n1	-6%
112	O=C(NCc1ccc(Cl)cc1)c1ccn2cncc2c1	?
113	COc1ccc2c(C)c(CC(=O)Nc3nnc(C)s3)c(=O)oc2c1OC	?
114	CC(C)Cn1nc(-c2ccccc2)c2ccccc2c1=O	-3%
115	CC(C)c1noc(C2Cc3ccccc3N2C(=O)Nc2ccc3c(c2)OCCO3)n1 (centres undefined)	?
116	Cn1nc(Oc2nc(N3CCCCC3)nc(N3CCOCC3)n2)ccc1=O	15%
117	COc1ccc2[nH]c(C(=O)NCC(=O)N3CCCCCCNC(=O)CC3c3ccccc3)cc2c1 (centres undefined)	16µM*
118	CC(C)Cn1c(-c2ccc(S(=O)(=O)N3CCCC3)cc2)csc1=Nc1ccccc1	?
119	O=C(CSc1nc(=O)n(Cc2ccccn2)c2c1CCC2)Nc1ccccc1	0%

A portion of the library; count on the stated rates, not on these rows.
